Bioassay records (PubChem BioAssay)
IDE cell activ = human IDE activators in live cells, primary screen, fluorescence polarization, HEK cells, FAbeta-B substrate; activation, % at 5.96 µM; FAbeta-B cleavage; 0% vehicle, 100% cell-free pure enzyme wells; 0.073% of 340,000 active; AID 493087, 2011; Insulin-degrading enzyme (Homo sapiens), P14735;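 active = activation above the mean of all tested compounds plus 3 SD, set per screening campaign, cut at about 17% in these data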
IDE cell inh = human IDE inhibitors in live cells, primary screen, fluorescence polarization, HEK cells, FAbetaB substrate. Insulin-degrading enzyme (Homo sapiens), P14735. FAbetaB cleavage. inhibition, % at 5.59 µM. 0.41% of 320,000 active;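 active = percent inhibition above the average of all tested compounds plus 3 SD, set per screening campaign, cut at about 16% in these data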;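 note: IDE supplied by intact live HEK cells; FP after avidin binding of uncleaved biotin substrate so inhibition keeps polarization high; 0% = DMSO wells and 100% = 60 µM reference IDE inhibitor Ii1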
CRFBP-R2 agonist = agonists of CRF-BP/CRF-R2 complex, primary screen, cell-based, HEK293, calcium dye fluorescence, uHTS. activation, % at 13.2 µM. CRF-binding protein / CRF receptor 2 complex (human). 0.46% of 350,000 active. calcium dye fluorescence (FLIPR); percent of saturating CRF peptide response;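 active = activation of at least 50%, plus an integration ratio under a set limit after plate pattern correction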;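 note: plate controls were neutral control wells without compound for no effect and CRF at EC100 for full effect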
CRFR2-BP antag = antagonists of CRF-BP/CRF-R2 complex, primary screen, cell-based, HEK293, calcium dye fluorescence, uHTS. inhibition, % at 11.8 µM. 0.59% of 350,000 active. CRF-induced calcium fluorescence;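 active = inhibition of the ligand-induced calcium signal above about 50% at the single tested concentration, limit read from the data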
p-CIP stab down = p/CIP-EGFP fusion destabilizers, primary screen, fluorescence, F442A cells. Q05BA5. AID 1984, 2009. 0.01% of 290,000 active. decrease of EGFP signal, % at 10 µM. 16 h;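 active = EGFP signal decrease of at least 30% at 10 µM or well 3 SD below plate mean, unless failing retest; inactive = the rest, including hits failing retest or dose response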; note: some compounds called inactive have numbers as strong as hits; many of its hits are not listed in these tables
PHOSPHO1 inh = PubChem AID 1565; recombinant PHOSPHO1, absorbance phosphatase assay; inhibition, % at 13.3 µM; Phosphoethanolamine/phosphocholine phosphatase (Homo sapiens), Q8TCT1; 1.1% of 290,000 active; in the data active = inhibition above about 60%
MEKK3 PB1 HTS = modulators of MEKK3-MEK5 PB1 binding, primary screen, biochemical, wildtype MEKK3, multiplex bead flow cytometry, Alexa488-MEK5; AID 1529, 2009; Mitogen-activated protein kinase kinase kinase 3 (Homo sapiens), Q99759; binding response (% of control), % at 10 µM; 1.4% of 290,000 active; bead-based flow cytometry, Alexa488-MEK5 binding to MEKK3; actives lie on both sides; 0 = blocked by unlabeled MEK5, 100 = vehicle;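 active = binding response more than 3 SD above or below the average of its plate-row segment, actives on both sides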;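 note: Alexa488 bead fluorescence after subtracting the streptavidin-only scavenger bead signal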
Target sequence (Q99759 whole entry, looked up): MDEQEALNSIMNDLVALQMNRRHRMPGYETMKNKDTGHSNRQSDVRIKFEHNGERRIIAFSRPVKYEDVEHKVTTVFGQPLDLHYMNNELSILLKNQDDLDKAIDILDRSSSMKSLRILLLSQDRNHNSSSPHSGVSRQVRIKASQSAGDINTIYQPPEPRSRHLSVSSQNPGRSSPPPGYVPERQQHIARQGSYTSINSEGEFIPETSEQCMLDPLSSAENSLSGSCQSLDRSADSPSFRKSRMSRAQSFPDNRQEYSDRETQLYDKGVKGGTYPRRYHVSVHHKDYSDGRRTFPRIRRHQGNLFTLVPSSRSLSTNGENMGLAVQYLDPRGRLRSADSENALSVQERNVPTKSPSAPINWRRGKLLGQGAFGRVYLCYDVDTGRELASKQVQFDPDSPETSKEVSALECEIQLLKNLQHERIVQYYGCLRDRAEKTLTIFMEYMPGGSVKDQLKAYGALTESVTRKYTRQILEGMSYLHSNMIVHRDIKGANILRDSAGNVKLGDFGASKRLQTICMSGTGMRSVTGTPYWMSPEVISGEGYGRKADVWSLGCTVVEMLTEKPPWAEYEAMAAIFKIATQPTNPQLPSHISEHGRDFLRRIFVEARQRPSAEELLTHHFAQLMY
GalR3 antagonist = GalR3 antagonists in HEK293 cells, primary screen, cell-based, fluorescence readout; inhibition, % at 3 µM; Galanin receptor type 3 (Homo sapiens), O60755; HEK293 GalR3-CNG cAMP membrane potential fluorescence; galR3 body fused to GalR1 C-terminus; 0.44% of 360,000 active;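 active = inhibition above the screen-wide average plus 3 SD, cut at about 13% in these data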;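 note: forskolin and galanin both at EC90 stimulate the cells; cAMP rise reported by CNG channel membrane potential dye signal; 0% = forskolin plus galanin with DMSO and 100% = forskolin alone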
Target sequence (O60755 1-299 limits assumed): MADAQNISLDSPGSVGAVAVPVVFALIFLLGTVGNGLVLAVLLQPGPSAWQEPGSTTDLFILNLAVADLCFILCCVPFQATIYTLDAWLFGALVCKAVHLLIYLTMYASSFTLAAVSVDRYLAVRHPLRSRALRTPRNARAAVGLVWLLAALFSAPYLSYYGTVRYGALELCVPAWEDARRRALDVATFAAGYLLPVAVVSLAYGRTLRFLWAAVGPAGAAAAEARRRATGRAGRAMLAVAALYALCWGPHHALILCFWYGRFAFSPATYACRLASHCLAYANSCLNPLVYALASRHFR
CHRM4 PAM = human M4 muscarinic receptor positive allosteric modulators, primary screen, CHO-K1 cells, Fluo-8 calcium fluorescence | CHO-K1 hM4/Gqi5, ACh EC20; 0% = ACh EC20, 100% = maximal ACh | activation, % at 3 µM | 0.4% of 360,000 active;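 active = activation above its plate's cutoff, the mean activation of sample wells plus 3 SD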; note: some results filed as inactive read as strong as hits
* hit, by the source's call; / = no result given.

SMILES	IDE cell activ	IDE cell inh	CRFBP-R2 agonist	CRFR2-BP antag	p-CIP stab down	PHOSPHO1 inh	MEKK3 PB1 HTS	GalR3 antagonist	CHRM4 PAM
O=C1CC(N2CCN(Cc3ccccc3)CC2)C(=O)N1CCc1ccccc1 (stereo unspecified)	1	2	-0.1	2	-15	23	98	-6	-9
O=c1cc(NC2CCCCCC2)[nH]c(=O)[nH]1	2	-2	2.2	32	11	12	109	0	7
CC(C)CC(=O)Nc1nnc(S(=O)(=O)Nc2ccccc2)s1	4	0	-0.3	-6	0	/	103	-6	-7
C/C(=N/N1CCN(Cc2cccc3ccccc23)CC1)c1ccco1	5	2	1.8	6	-4	-5	96	-3	-12
CCOC(=O)C1C(=O)NC(c2ccccc2)=NC1c1ccc(O)c(OC)c1 (stereo unspecified)	7	-3	-1.9	-13	1	31	107	1	-5
COc1ccc(S(=O)(=O)c2c(O)c3ccc(C(=O)Nc4ccc(F)cc4)cc3[nH]c2=O)cc1	5	-6	0.8	4	3	43	103	-1	1
Nc1c(S(=O)(=O)c2cccs2)c2nc3ccccc3nc2n1CCc1ccccc1	/	6	/	/	-4	16	/	-4	/
COc1cc(/C=N/NC(=O)C(=O)N2CCCC2)ccc1O	3	2	0.0	6	1	22	/	-4	10
Cc1ccc(O)c(Nc2nc(-c3ccccc3)nc3ccccc23)c1	3	-4	-0.4	-10	-8	3	100	-7	-8
Cc1ccccc1OCC(=O)Nc1ccccc1-c1ccccc1	2	5	1.3	8	/	/	/	-2	-25
O=C(CN1CCN(C(=O)CNC(=O)c2ccc(N3CCCC3=O)cc2)CC1)Nc1cccc(F)c1	/	/	2.2	19	/	/	/	2	1
COc1ccc(-n2c(-c3cnccn3)n[nH]c2=S)cc1	1	2	-0.2	2	-6	94*	101	-4	8
CC(NS(=O)(=O)c1ccc2ccccc2c1)c1ccccn1 (stereo unspecified)	4	-2	-6.1	7	/	/	/	-6	20
O=C(OCc1cc2ccccc2[nH]c1=O)c1cccnc1	2	9	2.2	-11	6	-4	109	-3	-3
CCc1ccc(C(=O)OCC(=O)c2c(N)n(CC(C)C)c(=O)n(C)c2=O)cc1	1	-2	-0.1	-28	15	16	100	-11	-5
O=C(Nc1ccccc1)N1CCn2c(nc3ccccc32)C1	4	0	-1.7	-2	-5	8	100	-5	7
OCCN1CCN(c2nc(N3CCCCC3)nc(N3CCCCC3)n2)CC1	6	-4	0.6	-6	3	22	96	-7	10
Cc1ccccc1OCC(=O)OCC(=O)c1c[nH]c2ccccc12	3	-6	0.7	87*	/	/	/	-3	-1
Cc1c(C(=O)C(=O)N2c3ccccc3CC2C)c2ccccc2n1C (stereo unspecified)	2	-2	-4.1	-14	-2	26	100	-6	-6
Cc1ccc(C(=O)N2CCc3ccccc32)o1	-8	11	-2.6	23	15	-15	89	-5	-3
Cc1ccc2c(c1)N(C(=O)CCC(=O)NC1CCCCCC1)CC(C)O2 (stereo unspecified)	-2	2	-1.9	-42	-5	28	100	/	-3
O=C1Nc2cc(C(=O)N3CCN(Cc4ccccc4)CC3)ccc2SC1N1CCOCC1 (stereo unspecified)	6	7	-0.2	3	-2	-3	/	-4	6
COC(=O)c1cn(NC(=O)c2cc(OC)c(OC)c(OC)c2)c(=O)c2ccccc12	5	0	-2.5	0	-3	12	94	-3	17
COc1ccc(NC(=O)NC2CC3CCCC(C2)N3Cc2ccccc2)cc1 (stereo unspecified)	-1	-1	-2.5	6	-1	46	102	-5	-9
CCOc1cc(C2Nc3cccc4cccc(c34)N2)ccc1O	16	-5	4.0	11	3	10	92	/	-2
O=C(Cc1ccccc1)NCC(=O)N1CCN(c2ccccc2)CC1	2	1	-2.1	-3	-8	47	101	-3	10
Cn1c(COc2ccc(Cl)cc2)nnc1SCc1ncc(-c2ccccc2)o1	4	6	-4.2	-19	-5	80*	100	-4	0
COC(=O)c1c(NS(=O)(=O)c2ccccc2)csc1C	1	2	0.0	1	-14	20	100	0	-8
O=C(COC(=O)c1ccc(F)c(S(=O)(=O)N2CCOCC2)c1)c1ccccc1	0	5	3.0	4	/	/	/	-3	4
Cc1cccc(C#CC2=CC(=O)CC(C)(C)C2)c1	/	/	-0.1	-18	/	/	/	-3	-2

Limited to CRFR2-BP antag (2 entries from above):
Compound | CRFR2-BP antag
Cc1ccc(O)c(Nc2nc(-c3ccccc3)nc3ccccc23)c1 | -10
Cc1ccccc1OCC(=O)Nc1ccccc1-c1ccccc1 | 8

Next compounds.
SMILES	IDE cell activ	IDE cell inh	CRFBP-R2 agonist	CRFR2-BP antag	p-CIP stab down	PHOSPHO1 inh	MEKK3 PB1 HTS	GalR3 antagonist	CHRM4 PAM
O=C(NC1CCCc2ccccc21)c1ccc([N+](=O)[O-])cc1 (stereo unspecified)	2	1	-3.4	15	-5	43	101	-11	-6
O=C(c1ccc2ccccc2c1)C1CCCN(C(=O)c2cccnc2)C1 (stereo unspecified)	-3	/	0.0	1	-15	42	101	2	-6
COc1ccc2c(c1)c(=O)oc1c(C)c(OC(C)C(=O)N[C@@H](Cc3c[nH]c4ccc(O)cc34)C(=O)O)ccc12 (stereo partly specified)	2	0	0.1	0	6	18	102	-1	9
CCc1c(OC(C)=O)c2ccccc2n(C)c1=O	1	1	0.0	-14	-6	-7	100	2	2
Cc1ccccc1S(=O)(=O)N1C[C@H]2CON(C)[C@H]2C[C@H]1c1cccc(-c2ccc(C#N)cc2)c1	5	/	0.7	24	/	/	/	-5	-3
Cn1cnnc1Sc1nc2c(c(=O)n(C)c(=O)n2C)n1C	/	1	0.8	5	/	/	100	/	/
CC1CC1C(=O)OCC(=O)N(C)CC(=O)Nc1ccc(F)cc1 (stereo unspecified)	2	6	-1.9	4	/	/	/	-5	9
CC(C)c1nc(SCC(=O)NC2CCCC2)c2ccccc2n1	1	-4	0.9	-5	-3	20	101	-9	-8
CN1CCCCC1=NCCCn1cnc2c1c(=O)n(C)c(=O)n2C	5	4	1.4	13	0	6	100	-5	6
Oc1cc(NCc2ccc(F)cc2)cc2cccnc12	-2	7	13	9	/	/	/	-2	5
CCC(C)c1ccccc1OCCCN(C)Cc1ccccc1 (stereo unspecified)	0	-5	0.2	-6	6	8	108	-2	-14
COC(=O)c1ccc(NC(=O)C2CC2)o1	6	5	2.2	-2	-6	23	92	-4	-1
CCn1nnnc1SCC(=O)Nc1ccc(F)cc1	4	-5	-0.8	-3	5	20	103	14*	10
CCC1Sc2ccc(S(=O)(=O)CCC(=O)Nc3ccc(OC(F)(F)F)cc3)cc2NC1=O (stereo unspecified)	-4	1	6.0	-53	-11	24	97	6	-9
CC(C)CC(=O)c1c(O)c(C=O)c(O)c2c1O[C@@]1(C)[C@@H](C2)C[C@H]2C[C@@H]1C2(C)C	5	6	2.7	2	/	/	/	-6	6
O=C(c1ccc(OC2CCN(Cc3cccc(F)c3)CC2)cc1)N1CCCCC1	0	1	-0.5	6	-14	18	101	-1	-5
Cc1ccc(NC(=O)c2cc(S(=O)(=O)N3CCC4(CC3)OCCO4)ccc2F)cc1	-5	1	-2.6	-15	-4	27	99	-7	-6
O=C(c1ccco1)N1CCN(C(=O)C2CCCN(S(=O)(=O)c3cccc4nsnc34)C2)CC1 (stereo unspecified)	-3	7	-3.1	-13	-6	2	96	-8	-4
COc1ccccc1Nc1ccc(S(=O)(=O)N2CCCCC2)cc1[N+](=O)[O-]	4	-3	-1.7	51*	2	7	105	-2	13
O=C(CSc1nnc(Cc2ccccc2)n1-c1ccc(F)cc1)N1CCOCC1	3	1	-1.1	-3	-6	-50	107	-9	1
CCOC(=O)c1ccc(N=C2C(=S)N(c3ccc(C(=O)OCC)cc3)C(=N)N2/N=C/c2ccccc2)cc1	6	5	-1.3	-11	-13	-26	96	1	-31
O=C1C(=O)N(CCCN2CCOCC2)C(c2ccc([N+](=O)[O-])cc2)/C1=C(\O)c1ccc2c(c1)OCCO2 (stereo unspecified)	2	1	1.0	-11	-4	12	95	-8	-6
O=C(CN1C(=O)CSc2ncccc21)N1CCOCC1	-1	-4	-0.7	3	-8	-14	105	-1	1
CCOC(=O)C1=C(C)Nc2sc(C(=O)c3ccc(C)cc3)c(N)c2C1c1ccc(C(=O)OC)cc1 (stereo unspecified)	4	1	3.2	16	-16	-5	149*	2	4
Nc1cc(=O)[nH]c(=O)n1CCCc1ccccc1	5	-7	0.8	-12	/	/	109	-4	-2
CCOc1ccccc1N1CCN(C(=O)c2c(-c3c(F)cccc3Cl)noc2C)CC1	3	4	-0.5	-5	6	10	102	1	-5
CC(NC(c1ccccc1)c1ccccc1)C(=O)N1CCCc2ccccc21 (stereo unspecified)	1	-7	1.5	49	10	-21	103	-6	10
CCN(CC)c1ccc(/C=N/NC(=O)Nc2ccccc2)cc1	-8	-1	-3.5	-33	-1	-62	82	-9	-3
O=C1CC(c2ccccc2)CC(O)=C1C=Nc1ccc(Cl)cc1 (stereo unspecified)	4	-5	0.2	-36	4	-10	101	-5	-4
COCCCNC(=O)C(C#N)c1nc2ccccc2nc1N1CCN(Cc2ccccc2)CC1 (stereo unspecified)	1	/	12	-9	-16	-12	99	-1	-5
CCOC(=O)c1c(NC(=O)c2ccc(Cl)s2)sc(C)c1C	2	3	-1.3	-7	-1	10	100	-5	-8
Cc1cccc(N2C(=O)NC3(CCCCC3)C2=O)c1	-1	1	0.0	6	3	12	100	7	-8
COc1cccc(C(=O)COC(=O)C2CC(=O)N(c3ccc(Oc4ccccc4OC)cc3)C2)c1 (stereo unspecified)	3	-6	4.5	14	-10	37	104	-2	-4
O=C(NC1CCCc2ccccc21)C1CCN(S(=O)(=O)c2ccccc2F)CC1 (stereo unspecified)	5	1	0.1	7	8	6	94	-3	-2
C/C(=N\N=C(N)N)c1ccc(Cl)cc1Cl	0	4	3.3	-21	2	32	102	-9	-3
CC(Oc1ccccc1)C(=O)OCC(=O)Nc1sccc1C(N)=O (stereo unspecified)	-1	-4	-3.5	5	/	/	/	-7	-5
COc1cccc(C(=O)Nc2ccc(S(=O)(=O)N3CCN(C)CC3)cc2)c1	4	-1	1.1	5	4	19	98	-4	0
O=C(c1ccc([N+](=O)[O-])cc1)N1CCC(Cc2ccccc2)CC1	2	0	0.5	24	5	40	97	-2	-12
O=C(NCCc1ccccc1C(F)(F)F)c1cc(COc2ccccc2)on1	/	/	0.6	-10	/	/	/	-4	-1
COCCNC(=O)CCCCCNS(=O)(=O)c1ccc(C)cc1	6	-4	-0.9	-17	4	11	99	-5	0
Cc1ccc(C(=O)NNC(=O)CSc2nnc(C3CC3)n2C)cc1	-2	-1	5.2	-5	-3	20	100	6	-2
Cc1ccc(CCNC(=O)C2CCCN(S(=O)(=O)c3c(C)noc3C)C2)cc1 (stereo unspecified)	2	10	-0.9	-5	5	5	101	4	-4

Pulled by compound from above, 2 records:
SMILES	IDE cell activ	IDE cell inh	CRFBP-R2 agonist	CRFR2-BP antag	p-CIP stab down	PHOSPHO1 inh	MEKK3 PB1 HTS	GalR3 antagonist	CHRM4 PAM
CC(Oc1ccccc1)C(=O)OCC(=O)Nc1sccc1C(N)=O (stereo unspecified)	-1	-4	-3.5	5	/	/	/	-7	-5
Cc1ccc(C(=O)NNC(=O)CSc2nnc(C3CC3)n2C)cc1	-2	-1	5.2	-5	-3	20	100	6	-2
